Assay outcomes: PubChem BioAssay, several laboratories
FAK inh: FAK kinase inhibitors, primary screen, biochemical | biochemical FAK kinase activity assay | inhibition, %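 (tested at 7 µM)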 | 0.84% of 97,000 active | AID 727, 2007; in the data active = inhibition above about 19%;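 note: 0% = DMSO and 100% = reference compound high control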
PTK2B oligo ant: antagonists of Pyk2 self-association, primary screen, Q293 cells, FERM NanoBiT luminescence, HTS | AID 1347419, 2020 | z-score (the deposit names both 25 µM and 10 µM) | stronger effect = lower value | Protein-tyrosine kinase 2-beta (Homo sapiens), Q14289 | 0.83% of 99,000 active;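 active = Z-score of -3 or lower, scaled per plate to the spread of control and sample wells; inactive = z-score above -3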;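 note: negative z-score means lost luminescence so less FERM oligomerization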
Target sequence (Q14289 whole entry, looked up): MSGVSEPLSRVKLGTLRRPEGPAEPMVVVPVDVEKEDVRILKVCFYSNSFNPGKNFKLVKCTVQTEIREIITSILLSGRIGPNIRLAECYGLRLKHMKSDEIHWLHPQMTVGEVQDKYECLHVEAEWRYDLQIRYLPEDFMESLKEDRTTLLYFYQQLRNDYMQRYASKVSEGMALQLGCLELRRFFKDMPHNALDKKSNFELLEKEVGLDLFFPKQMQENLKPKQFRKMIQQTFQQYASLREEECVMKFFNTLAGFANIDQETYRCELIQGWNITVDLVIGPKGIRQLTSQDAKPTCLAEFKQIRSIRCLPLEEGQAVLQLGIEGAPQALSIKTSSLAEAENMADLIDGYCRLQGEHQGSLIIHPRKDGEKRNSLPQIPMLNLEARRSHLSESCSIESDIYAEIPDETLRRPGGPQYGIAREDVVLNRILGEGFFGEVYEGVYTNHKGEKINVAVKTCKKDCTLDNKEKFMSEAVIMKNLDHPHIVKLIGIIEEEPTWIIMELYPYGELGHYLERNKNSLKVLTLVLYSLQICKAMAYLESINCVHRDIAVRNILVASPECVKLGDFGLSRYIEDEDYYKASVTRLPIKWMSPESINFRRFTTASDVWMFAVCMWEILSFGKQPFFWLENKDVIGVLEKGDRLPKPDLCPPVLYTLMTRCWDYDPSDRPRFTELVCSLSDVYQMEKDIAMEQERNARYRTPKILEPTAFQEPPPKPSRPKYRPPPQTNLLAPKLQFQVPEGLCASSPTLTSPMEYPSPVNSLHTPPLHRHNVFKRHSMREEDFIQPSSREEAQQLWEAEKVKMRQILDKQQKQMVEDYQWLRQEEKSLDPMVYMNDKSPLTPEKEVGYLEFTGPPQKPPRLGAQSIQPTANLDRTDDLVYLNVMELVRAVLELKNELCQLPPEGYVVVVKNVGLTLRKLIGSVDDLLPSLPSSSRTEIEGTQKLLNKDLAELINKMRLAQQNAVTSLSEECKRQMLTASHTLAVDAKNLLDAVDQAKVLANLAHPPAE
ERa SRC1 inh: ERα–SRC-1 coactivator interaction inhibitors, primary screen, biochemical, TR-FRET, ERα LBD, estradiol-bound | Estrogen receptor (Homo sapiens), P03372 | TR-FRET ER-alpha LBD / SRC-1 peptide | inhibition, % at 25.6 µM | 1.7% of 86,000 active | AID 629, 2007; in the data active = inhibition above about 50%;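 note: 0% = receptor plus peptide control and 100% = peptide only without receptor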
* marks the source's active call; other numbers are inactive results; nt = not tested or not shown; [ ] = dose if it differs, or a comment. Some of the compounds tested. The share of hits here may be higher or lower than overall.

| nr | Compound | FAK inh | PTK2B oligo ant | ERa SRC1 inh |
| --- | --- | --- | --- | --- |
| 1 | CC(=O)[C@H]1CC[C@H]2[C@@H]3CC[C@H]4C[C@H](O)CC[C@]4(C)[C@H]3C(=O)C[C@]12C | nt | nt | -3.1 |
| 2 | C[N+]1(C)CCN(c2ccccc2)CC1 | nt | nt | -1.7 |
| 3 | CC(C)[C@@]1(NC(=O)[C@@H]2C[C@@H]3c4cccc5[nH]cc(c45)C[C@H]3N(C)C2)O[C@@]2(O)[C@@H]3CCCN3C(=O)[C@H](Cc3ccccc3)N2C1=O | nt | nt | 16.3 |
| 4 | N[C@@H](Cc1cc(Br)c(O)c(Br)c1)C(=O)O | nt | nt | 4.0 |
| 5 | c1ccc(Cn2ccnc2)cc1 | nt | nt | -0.6 |
| 6 | c1ccc2c(c1)OCC(C1=NCCN1)O2 (configuration not stated) | nt | nt | 1.1 |
| 7 | COc1ccc(CN2CCN(c3ccccc3F)CC2)c(OC)c1 | nt | nt | -0.8 |
| 8 | CNCCc1c[nH]c2ccccc12 | nt | nt | -7.9 |
| 9 | C[C@]12CC[C@@H](O)C[C@@H]1CC[C@@H]1[C@@H]2CC[C@]2(C)[C@@H](O)CC[C@@H]12 | nt | nt | -2.7 |
| 10 | O=c1cccc2n1CC1CC2CN(C(c2ccccc2)c2sc3ncnn3c2O)C1 (configuration not stated) | nt | nt | -7.4 |
| 11 | CCCCOc1nc2ccccc2c(=O)n1-c1ccccc1 | nt | -0.69 | nt |
| 12 | CN1C2CCC1CC(OC(=O)CCN1CCCC1)C2 (configuration not stated) | nt | 0.85 | nt |
| 13 | O=C(COC(=O)c1ccccc1)Nc1ccc(Cl)cc1C(=O)c1ccccc1 | nt | 0.02 | nt |
| 14 | CCS(=O)(=O)NCc1nnc2n1-c1ccc(Cl)cc1C(c1ccccc1)=NC2 | nt | -0.38 | nt |
| 15 | Cc1c2cnn(CC(=O)N3CCC4(CC3)OCCO4)c(=O)c2c(C)n1Cc1ccccc1 | nt | 0.56 | nt |
| 16 | Cn1ncnc2c(=O)n(C)c(=O)nc1-2 | nt | -3.27* | nt |
| 17 | COc1cccc(C2(O)CCSCC2CN(C)C)c1 (configuration not stated) | nt | 0.2 | nt |
| 18 | O=C(c1ccc(CNS(=O)(=O)c2ccc(Br)cc2)cc1)N1CCC2(CC1)OCCO2 | nt | 0.81 | nt |
| 19 | CCn1nc(-c2ccccc2)nc2c(=O)n(C)c(=O)nc1-2 | nt | -0.25 | nt |
| 20 | Brc1ccc2c(c1)C(OC1CN3CCC1CC3)c1ccccc1CS2 (configuration not stated) | nt | -0.66 | nt |
| 21 | CCCCn1c(O)c(/C=C/C=Nc2ccccc2)c(=O)[nH]c1=O | nt | -1.23 | nt |
| 22 | NC(=O)Nc1ccc(C(=O)OCC(=O)Nc2ccc(Cl)cc2C(=O)c2ccccc2)cc1 | nt | -0.61 | nt |
| 23 | CCn1c(O)c(/C(C)=N/N2CCCCC2c2cccnc2)c(=O)[nH]c1=S (configuration not stated) | nt | -1.1 | nt |
| 24 | CCOC(=O)C1CCN(/C=C2/C(=O)NC(=O)N(Cc3ccco3)C2=O)CC1 | nt | -0.13 | 13.2 |
| 25 | CCOP(=S)(OCC)SCOC(=O)NCC(=O)OC | nt | 0.64 | -0.4 |
| 26 | Fc1ccccc1N1CCN(Cc2ccc3c(c2)OCO3)CC1 | nt | -0.28 | 11.3 |
| 27 | CC(=O)N(C1=NCCCS1)c1ccc(F)cc1 | nt | -0.84 | -6.6 |
| 28 | COc1ccc(C2C(C(=O)N3CCC4(CC3)OCCO4)c3cc(OC)c(OC)cc3C(=O)N2C)cc1 (configuration not stated) | nt | -0.41 | -7.5 |
| 29 | CN1CCC(O)(c2ccccc2)C(C(=O)c2ccccc2)C1 (configuration not stated) | nt | 0.38 | 3.0 |
| 30 | CC(=Nc1ccc2c(c1)CCC2)c1c(O)n(C)c(=O)n(C)c1=O | nt | 1.22 | -17.5 |
| 31 | Cc1nc2c(-c3ccc(F)cc3)c(C)nn2c(C)c1CCC(=O)N1CCC2(CC1)OCCO2 | nt | 2.39 | -0.3 |
| 32 | COc1ccccc1N1CCN(Cc2ccc(Br)s2)CC1 | nt | 0.63 | -5.8 |
| 33 | Cc1ccc2occ(CN3CC4CC(C3)c3cccc(=O)n3C4)c(=O)c2c1 (configuration not stated) | nt | 0.94 | -3.7 |
| 34 | CCCCOC(=O)C1=C(N)OC2=C(C(=O)CC(C)(C)C2)[C@]12C(=O)N(C)c1ccccc12 | nt | 0.45 | -11.5 |
| 35 | CN1CCN(C(=O)COc2ccc3ccccc3c2Br)CC1 | nt | 1.28 | 11.4 |
| 36 | C=C(C)c1cccc(C(C)(C)NC(=O)NC2CN3CCC2CC3)c1 (configuration not stated) | nt | 0.52 | 10.7[fluorescence artefact?] |
| 37 | Cc1nc2cc(-c3ccccc3)nn2c(C)c1CCC(=O)N1CCC2(CC1)OCCO2 | nt | 0.07 | 2.0 |
| 38 | CCOc1ccccc1-n1c(O)c(C=Nc2ccc(N(CC)CC)cc2)c(=O)[nH]c1=O | nt | -1.28 | 61.5*[fluorescence artefact?] |
| 39 | CC1(C)C(c2ccccc2)=NC(c2cccnc2)=[N+]1[O-] | nt | 1.17 | 19.1 |
| 40 | CCOP1(=S)Oc2cc3c(cc2C(C(=O)OC)(C(F)(F)F)O1)OCO3 (configuration not stated) | nt | -0.5 | 22.1[fluorescence artefact?] |
| 41 | Cc1cc(OCC(=O)NC2CCS(=O)(=O)C2)c2c3c(c(=O)oc2c1)CCC3 (configuration not stated) | nt | -0.06 | 3.8 |
| 42 | COC(=O)C1C2c3ccccc3OC1(C)N=c1s/c(=C/c3cnn(C)c3)c(=O)n12 (configuration not stated) | nt | -0.96 | -7.5[fluorescence artefact?] |
| 43 | Cn1c(=O)n(CC(=O)N2CCC3(CC2)OCCO3)c(=O)c2ccccc21 | nt | -0.07 | 0.2 |
| 44 | O=c1[nH]c(=O)n(CCc2ccc(F)cc2)c(O)c1C=NCCCn1ccnc1 | nt | 0.21 | 5.6[fluorescence artefact?] |
| 45 | Cc1ccnc(-n2c(C)nc3ccccc3c2=O)c1 | nt | 0.87 | 5.2 |
| 46 | CCCCSP1(=S)NCCCN1 | nt | 0.92 | -8.0 |
| 47 | FC(F)(F)c1ccc2c(c1)nnn2C1CCN(Cc2nnnn2Cc2ccccc2)CC1 | nt | -0.94 | 23.7 |
| 48 | CC1(C)CC(=O)C(C2(O)C(=O)NC(=O)NC2=O)=C(O)C1 | nt | -0.74 | -8.4 |
| 49 | Cc1c(C(=O)N2CCC3(CC2)OCCO3)sc2ncnc(N3CCN(c4ccccn4)CC3)c12 | nt | -1.13 | -7.8 |
| 50 | Cc1nc2c(c(C)nn2-c2ccccc2)c(C)c1CCC(=O)N1CCC2(CC1)OCCO2 | nt | -0.29 | 1.3 |

Reprinted: compounds 49–50
| nr | Compound | FAK inh | PTK2B oligo ant | ERa SRC1 inh |
| --- | --- | --- | --- | --- |
| 49 | Cc1c(C(=O)N2CCC3(CC2)OCCO3)sc2ncnc(N3CCN(c4ccccn4)CC3)c12 | nt | -1.13 | -7.8 |
| 50 | Cc1nc2c(c(C)nn2-c2ccccc2)c(C)c1CCC(=O)N1CCC2(CC1)OCCO2 | nt | -0.29 | 1.3 |

Following part.
| nr | Compound | FAK inh | PTK2B oligo ant | ERa SRC1 inh |
| --- | --- | --- | --- | --- |
| 51 | COc1cc(OC)c(OC)cc1CNC(C)C(O)c1ccccc1 (configuration not stated) | nt | 1.43 | -0.7 |
| 52 | Cc1ccc(Cn2nnnc2CN2CCC(n3nnc4cc(C)ccc43)CC2)cc1 | nt | 0.06 | -10.0 |
| 53 | O=C(c1ccc2c(c1)OCO2)N1CCC2(CC1)OCCO2 | nt | 0.56 | -4.5 |
| 54 | Cc1nc2ccc(Cl)cn2c1P(=S)(N1CCOCC1)N1CCOCC1 | nt | 0.71 | 3.0 |
| 55 | Cc1ccc(C)c(NC(=O)CSc2nnc([C@@H](N)Cc3c[nH]c4ccccc34)o2)c1 | nt | -0.21 | -11.3 |
| 56 | CC(C)Oc1cccc(NC(=O)c2cccn(Cc3ccc4c(c3)OC(F)(F)O4)c2=O)c1 | -8.9 | 1.29 | nt |

A stretch from further up, as a working copy:
| nr | Compound | FAK inh | PTK2B oligo ant | ERa SRC1 inh |
| --- | --- | --- | --- | --- |
| 42 | COC(=O)C1C2c3ccccc3OC1(C)N=c1s/c(=C/c3cnn(C)c3)c(=O)n12 (configuration not stated) | nt | -0.96 | -7.5[fluorescence artefact?] |
| 43 | Cn1c(=O)n(CC(=O)N2CCC3(CC2)OCCO3)c(=O)c2ccccc21 | nt | -0.07 | 0.2 |
| 44 | O=c1[nH]c(=O)n(CCc2ccc(F)cc2)c(O)c1C=NCCCn1ccnc1 | nt | 0.21 | 5.6[fluorescence artefact?] |
| 45 | Cc1ccnc(-n2c(C)nc3ccccc3c2=O)c1 | nt | 0.87 | 5.2 |
| 46 | CCCCSP1(=S)NCCCN1 | nt | 0.92 | -8.0 |
| 47 | FC(F)(F)c1ccc2c(c1)nnn2C1CCN(Cc2nnnn2Cc2ccccc2)CC1 | nt | -0.94 | 23.7 |
| 48 | CC1(C)CC(=O)C(C2(O)C(=O)NC(=O)NC2=O)=C(O)C1 | nt | -0.74 | -8.4 |
| 49 | Cc1c(C(=O)N2CCC3(CC2)OCCO3)sc2ncnc(N3CCN(c4ccccn4)CC3)c12 | nt | -1.13 | -7.8 |
| 50 | Cc1nc2c(c(C)nn2-c2ccccc2)c(C)c1CCC(=O)N1CCC2(CC1)OCCO2 | nt | -0.29 | 1.3 |
| 51 | COc1cc(OC)c(OC)cc1CNC(C)C(O)c1ccccc1 (configuration not stated) | nt | 1.43 | -0.7 |
| 52 | Cc1ccc(Cn2nnnc2CN2CCC(n3nnc4cc(C)ccc43)CC2)cc1 | nt | 0.06 | -10.0 |
| 53 | O=C(c1ccc2c(c1)OCO2)N1CCC2(CC1)OCCO2 | nt | 0.56 | -4.5 |
| 54 | Cc1nc2ccc(Cl)cn2c1P(=S)(N1CCOCC1)N1CCOCC1 | nt | 0.71 | 3.0 |
| 55 | Cc1ccc(C)c(NC(=O)CSc2nnc([C@@H](N)Cc3c[nH]c4ccccc34)o2)c1 | nt | -0.21 | -11.3 |
| 56 | CC(C)Oc1cccc(NC(=O)c2cccn(Cc3ccc4c(c3)OC(F)(F)O4)c2=O)c1 | -8.9 | 1.29 | nt |
